Assay outcomes deposited in PubChem by several laboratories.
aSyn UTR inh: 5' untranslated region of α-synuclein, MLPCN primary screen; alpha-synuclein 5'UTR reporter, inhibitor activity; inhibition, % (tested at 7.5 µM); 300,000 tested, 0.82% active; AID 1813; in the data active = inhibition above about 60%; inconclusive = no clear call, values can overlap the other calls;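 also: H4 neuroglioblastoma cells stably carrying SNCA 5'UTR luciferase fusion; 0% = DMSO wells and 100% = positive control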
AI-2 QS mod: Vibrio harveyi AI-2 quorum sensing modulation. Vibrio harveyi JMH597 AI-2 luminescence/OD600 ratio, 9 h; active compounds read low; strain lacks LuxN and CqsS sensors; 0 = neutral-control median. activity change, % at 7.5 µM. 300,000 tested, 0.4% active. AID 2094; in the data active = activity change below about -75%, passing the limit was not always enough; inconclusive = no clear call, values can overlap the other calls;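 also: luminescence divided by OD600 gain over 9 h not by final OD600 alone; inactives centre near 13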
HSP90 refold inh: inhibitors of HSP90 luciferase refolding in rabbit reticulocyte lysate | inhibition, % at 5.6 µM | 290,000 tested, 0.91% active | luciferase refolding luminescence, 3 h;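 active = inhibition above the screen-wide mean plus 3 SD, computed separately per campaign, cut at about 16% in these data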;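 also: 0% = DMSO wells and 100% = 60 µM geldanamycin wells; inhibitors lower the luminescence because luciferase stays unfolded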
HSF1 inh: HSF1 inhibition. NIH3T3-HGL HSE-luciferase, MG132-induced, luminescence 8 h; active compounds read low. activity change, negative = inhibition, % at 7.5 µM (by protocol). 300,000 tested, 0.77% active;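 active = more than half of replicate wells show activity change below -50%, luminescence cut by over half; inconclusive = some wells, but at most half, below -50%; inactive = no replicate well below -50%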;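 also: luciferase reports HSF-1 transcriptional activity via heat shock element; 0% = median of DMSO wells and -100% = zero luminescence signal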
GSK3beta inhib: human GSK3beta kinase inhibition; AID 2097; GST-GSK3beta kinase, ADP-Glo luminescence, 60 min; active compounds read low; 300,000 tested, 0.038% active; activity score (negative = inhibition), % at 10 µM; P49841;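 active = more than half of replicate wells score below -50%, meaning over 50% inhibition versus plate controls; inconclusive = some replicates but at most half score below -50%; inactive = no replicate scores below -50%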;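 also: 0% = median DMSO wells and -100% = median GW8510 positive control wells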
Target sequence (P49841 whole entry, looked up): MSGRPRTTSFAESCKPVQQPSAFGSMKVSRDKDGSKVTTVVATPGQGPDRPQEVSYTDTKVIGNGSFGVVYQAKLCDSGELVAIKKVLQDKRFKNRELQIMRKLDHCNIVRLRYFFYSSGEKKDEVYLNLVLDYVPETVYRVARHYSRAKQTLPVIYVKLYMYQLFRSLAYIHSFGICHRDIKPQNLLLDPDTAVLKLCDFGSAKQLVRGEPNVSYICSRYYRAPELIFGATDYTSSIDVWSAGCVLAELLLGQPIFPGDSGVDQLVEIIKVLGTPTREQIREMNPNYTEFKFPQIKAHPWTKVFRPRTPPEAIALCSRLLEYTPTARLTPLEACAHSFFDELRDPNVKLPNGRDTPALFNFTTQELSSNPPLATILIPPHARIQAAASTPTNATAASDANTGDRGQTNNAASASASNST
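Assay system: GST-tagged human GSK3beta kinase, cell-free; Input: 1.6 ng GSK3beta; Medium: Tris/MgCl2 kinase buffer; Timing: 60 min enzyme reaction, room temperature; Signal: ADP-Glo luminescence quantifying ADP generated by kinase; Evaluation: score relative to plate controls; Benchmarks: DMSO neutral wells and GW8510 at 20 µM as positive.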
GSK3 alpha inh: blocks human GSK-3 alpha kinase; P49840; 320,000 tested, 0.1% active; inhibition, % at 10 µM; ADP-Glo luminescence, 60 min; AID 2650;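 in the data active = inhibition above about 50%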;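 also: GST-tagged GSK-3 alpha with peptide substrate and 25 µM ATP; 0% = DMSO neutral wells and 100% = GW8510 positive control wells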
Target sequence (P49840 whole entry, looked up): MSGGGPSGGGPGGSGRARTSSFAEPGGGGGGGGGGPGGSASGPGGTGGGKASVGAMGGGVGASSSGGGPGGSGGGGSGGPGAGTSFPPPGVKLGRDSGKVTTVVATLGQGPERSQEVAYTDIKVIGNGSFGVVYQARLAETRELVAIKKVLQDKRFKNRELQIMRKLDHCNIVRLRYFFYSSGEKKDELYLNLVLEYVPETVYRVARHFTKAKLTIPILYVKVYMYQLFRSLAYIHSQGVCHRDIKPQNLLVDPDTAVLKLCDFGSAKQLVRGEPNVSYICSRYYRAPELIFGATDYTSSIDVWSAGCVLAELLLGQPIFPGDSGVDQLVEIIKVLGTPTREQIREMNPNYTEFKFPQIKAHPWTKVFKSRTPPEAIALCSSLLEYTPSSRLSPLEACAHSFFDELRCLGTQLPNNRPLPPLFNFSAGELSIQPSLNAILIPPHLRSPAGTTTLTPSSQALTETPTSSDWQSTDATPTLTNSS
HSF1 activator: increases HSF-1 driven luciferase reporter signal. NIH3T3-HGL HSF-1 luciferase reporter, MG132, 8 h; 100% = twice DMSO control signal. activation, % at 9 µM. 300,000 tested, 1.7% active. AID 504408;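 active = mean replicate activation of at least 50% with a set share of replicates each reaching 50%; inconclusive = only one of those two conditions met; inactive = mean below 50% and too few replicates reaching it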;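 also: 0% = median of the neutral control wells and 100% = twice that signal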
HIF activator: HIF pathway transcriptional activation. 300,000 tested, 0.32% active. U2OS HRE-luciferase reporter, luminescence; normalized: DMSO 0%, desferrioxamine 100%. activation, % at 7.5 µM (by protocol);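 active = mean activation of at least 10% of the iron chelator positive control signal, with at least half of replicates also reaching 10%; inconclusive = mean and replicate majority disagree about reaching 10%; inactive = mean and most replicates under 10%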
KLF5 inh: inhibitors of KLF5 expression; DLD-1 KLF5 promoter-luciferase reporter, luminescence; inhibition, % at 5 µM; 290,000 tested, 0.23% active; AID 1700;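 active = inhibition above a per-plate limit of that plate's mean compound inhibition plus 3 SD, cut at about 60% in these data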;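 also: 0% = DMSO wells and 100% = LY294002 at 200 µM; higher means less KLF5 promoter-driven luciferase light; inactives centre near -14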
IEC-6 cytotox: IEC-6 cytotoxicity, counter-screen for KLF5 inhibitors; luminescence viability; inhibition, % at 5 µM; 290,000 tested, 0.78% active; in the data active = inhibition above about 22%;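 also: 0% = plate median of test compound wells and 100% = cytotoxic reference compound wells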
The depositor's hits bear a star; ? = inconclusive; . = no result given.

SMILES	aSyn UTR inh	AI-2 QS mod	HSP90 refold inh	HSF1 inh	GSK3beta inhib	GSK3 alpha inh	HSF1 activator	HIF activator	KLF5 inh	IEC-6 cytotox
Cc1ccc(NC(=O)Nc2cccc(Cl)c2)c(C(=O)O)c1	-15	30	-1	4	2	.	11	0.1	-32	-6
O=S(=O)(c1cccc(Br)c1)N1CCN(C(=S)NCC2CCCO2)CC1 (stereo unspecified)	10	21	.	4	2	-3	9	0.0	.	.
COc1nc2ccccc2nc1CCC(=O)O	-17	12	0	-2	2	0	-8	0.4	-21	-2
COc1ccc(-c2noc(-c3ccccc3F)n2)cc1	-43	-1	0	8	-1	4	32	0.1	-160	-5
CCCn1c(SCC(=O)N2CCCc3ccccc32)nnc1-c1ccco1	2	21	1	-5	-1	1	-10	0.1	-32	-7
CCCCn1c(/N=C/c2c[nH]c3ccccc23)nc2ccccc21	-3	13	7	-14	1	-1	-2	-0.1	-3	2
CC1Oc2ccccc2N(CC(=O)N2CCCC2)C1=O (stereo unspecified)	-2	-4	4	-5	-1	-2	3	3.6	-38	-2
CN(C)S(=O)(=O)c1ccc(Cl)c(NC(=O)COC(=O)C2CSC3(C)CCC(=O)N23)c1 (stereo unspecified)	2	8	1	-4	0	0	9	0.2	-23	-5
Fc1ccc(-n2nnc(-c3ccccc3Br)n2)cc1	-2	-6	0	0	2	3	-7	-2.6	-13	-2
CC(C)Oc1c(Cl)cc(CNC(C)(C)CO)cc1Cl	9	-4	1	2	-2	-5	0	-0.6	-19	0
CCCCCN(C(=O)COC(=O)Cc1c(C)nc2ccccc2c1C)c1c(N)n(CCCC)c(=O)[nH]c1=O	-5	25	.	-2	-4	1	-2	-1.3	.	.
COc1ccc(C2CC(=O)N3C(=C2C#N)SCC3(O)c2ccccc2)cc1 (stereo unspecified)	23	45	1	7	-2	0	25	0.1	1	5
O=C(NCc1nc2ccccc2[nH]1)C1=C[C@@H](C2CCCCC2)C[C@@H](OCCCCO)O1	23	7	.	4	3	0	-3	0.0	.	.
CCC1CCCCN1S(=O)(=O)c1ccc(S(=O)(=O)N2CCN(S(=O)(=O)CC)CC2)cc1 (stereo unspecified)	-5	18	4	-9	0	-2	-31	0.0	-4	4
CC(=O)N1c2ccc(S(=O)(=O)N3CCC(C(=O)N4CCCCC4)CC3)cc2CC1C (stereo unspecified)	-4	22	-9	0	0	0	-7	-0.4	-36	7
O=C(NCCN1CCOCC1)c1ccc(Cl)cc1O	-3	0	-1	-6	0	0	-2	-0.6	-9	-6
N#CCSc1nc2ccccc2c(=O)n1C1CCCCC1	30	18	0	3	-4	1	36	-1.3	2	-3
COC(=O)C1=C(C(=O)OC)[C@@H]2N(C)c3ccccc3[C@@]23C[C@@H](CO)N=C3N1	16	10	.	0	-3	0	-3	-0.7	.	.
CCC1CCCCN1C(=O)c1ccc(OC)c(OC2CCN(C(C)=O)CC2)c1 (stereo unspecified)	-20	23	-5	-6	1	.	-2	-2.7	-3	0
O=C1c2ccccc2C(O)N1Cc1ccccc1Cl (stereo unspecified)	13	21	-2	0	-1	2	-15	-0.3	16	6
CCc1ccc(OCc2n[nH]c(=S)n2C(C)CCCC(C)C)cc1 (stereo unspecified)	3	31	1	3	1	-2	16	-0.2	-19	3
Cc1ccccc1Nc1nnc(SCc2cc(=O)n3ccsc3n2)s1	1	31	1	10	0	-1	20	-0.4	10	0
CNC(=O)CSc1nnnn1-c1ccc(C)cc1C	-8	13	2	-3	-1	-1	-11	-0.2	0	2
Cc1ccccc1OC(C)C(=O)NC1CCCC1 (stereo unspecified)	5	12	-1	-3	-5	10	-13	0.4	20	1
Cc1ccc(CN(Cc2ccco2)C(=S)NCC(=O)NCc2cccnc2)cc1	11	36	5	-2	1	-3	-11	0.0	-15	8
COc1ccc(NC(=O)CSc2nc3ccccc3c(=O)n2CCNC(C)=O)c(OC)c1	10	22	4	-8	0	2	-5	0.1	-19	-4
CSc1nc2nc(-c3cccs3)cc(C(F)(F)F)c2c(=O)[nH]1	7	15	-3	-2	2	1	5	-3.9	3	-6
O=C(CSc1ccc([N+](=O)[O-])cn1)Nc1ccccc1N1CCOCC1	1	30	1	13	-4	2	15	-0.1	-11	-2
Cc1cc2nccc(-c3ccc(Cl)c([N+](=O)[O-])c3)n2n1	-24	-1	2	-3	-3	-3	-8	0.0	-3	-2
COc1ccc(NC(=O)[C@H](CCS(C)(=O)=O)N2Cc3ccccc3C2=O)c(OC)c1	4	6	2	5	-1	0	29	0.1	-67	-1
CCOC(=O)CCc1cnccc1-c1cccc(OC)c1O	-9	4	.	7	-3	-1	7	-1.7	.	.
COC(=O)NCCOC(=O)N(O)c1ccc(Br)cc1	6	-7	50*	-5	2	-1	6	-0.3	-5	5
Cc1occc1C(=O)N1CCN(c2ccc([N+](=O)[O-])cc2)CC1	19	7	3	2	-4	-2	16	-0.5	-45	1
CC(=O)Nc1ccc(S(=O)(=O)NCCSCc2c(Cl)cccc2Cl)cc1	3	28	1	3	0	-1	5	-0.6	-4	-1
CC(NCc1ccc(N(C)C)cc1)C1CC2CCC1C2 (stereo unspecified)	18	19	3	-7	-4	0	-4	-0.4	-16	2
O=C(Nc1ccc(Cl)cc1)N1CCC(c2nc(-c3ccccc3Cl)no2)CC1	-2	-2	0	6	3	-2	17	0.2	-41	-8
FC(F)Oc1ccc(-c2csc(=Nc3cccnc3)n2CC2CCCO2)cc1 (stereo unspecified)	-43	16	-6	-6	1	0	-9	0.0	-39	-1
Cc1ccc(OCC(O)Cn2c(=N)n(CCN3CCCCC3)c3ccccc32)cc1 (stereo unspecified)	-53	2	-1	-3	-9	2	-10	-0.6	-12	-1
CC1CCCCC1NC(=O)c1ccc(CNc2c(N3CCCC3)c(=O)c2=O)cc1 (stereo unspecified)	-15	6	-4	-2	-2	0	4	-0.4	5	-5
CCOc1ccc(NC(=O)CN(C)C(=O)Cn2c(=O)oc3ccccc32)cc1OCC	9	16	.	0	2	1	-10	0.1	.	.
COc1ccc(C2=NO[C@@H]3[C@@H]4C[C@@H]([C@H]5C(=O)N(C)C(=O)[C@@H]45)[C@H]23)c(OC)c1	7	1	0	0	4	-1	-3	-0.3	-24	4
CCN1CCN(C(=O)c2ccc(COc3ccc(Cl)cc3)o2)CC1	-6	5	-3	7	-2	.	31	-0.1	2	-5
Cc1cccc(NC(=O)/C(=C\c2cccs2)NC(=O)c2ccccc2)c1	-12	18	3	-3	0	24	-1	-0.2	-21	0
COc1cc(O)c(C(CCN2CCCC(C)C2)c2cc(OC)c(OC)c(OC)c2)c(OC)c1 (stereo unspecified)	4	27	.	4	2	1	-12	0.3	.	.
COc1ccc(C(C(=O)NCc2ccccc2)N(C(=O)c2snc(C(N)=O)c2N)C2CCCC2)cc1O (stereo unspecified)	13	-3	-1	0	-1	0	8	-0.8	-28	-1
CC(Sc1nnc(-c2ccc(O)cc2)o1)C(=O)Nc1cccc2ccccc12 (stereo unspecified)	-48	21	-2	4	-1	1	7	0.3	-24	1
O=C1CC(Sc2nnc(-c3ccccc3)o2)C(=O)N1c1ccccc1 (stereo unspecified)	-15	4	3	?	0	-7	-27	0.8	-37	0
Cc1cc(C)nc(SCc2ccc(C(=O)O)o2)n1	8	8	1	0	-1	2	-3	-0.3	-21	1
CCCNC(=O)c1ccccc1C(=O)NCCC	-5	-19	1	-8	-13	0	-26	0.0	-24	-1
Cc1cc2ccccc2nc1SCC(=O)N1c2ccccc2CC1C (stereo unspecified)	2	9	3	-4	1	0	2	-0.2	-15	1
O=C(CCCC(=O)N(CC(=O)NC1CCCC1)c1ccc(F)c(Cl)c1)Nc1ccccn1	-2	11	-4	2	0	2	-3	-2.3	3	10
Cc1cc(-c2nnc(SCC(=O)Nc3ccccc3)n2C)no1	-11	35	0	-6	4	-3	-8	-0.1	-12	-10
CCn1c2c(c(=N)c3c1CCC3)CCCC2	-7	-9	-1	-11	1	1	-2	0.1	-14	0
CCN(Cc1ccncc1)Cc1ccc(OC)cc1OC	-5	-2	5	0	0	-1	7	2.9	1	8
COc1ccc(CNC(=O)c2c(F)c(F)c(F)c(F)c2F)cc1	-21	18	-2	-1	-2	-2	-14	0.3	2	0
COc1ccc(CN(C)Cc2cc(=O)n3ccsc3n2)c(OC)c1OC	5	14	3	0	4	-1	8	0.0	-32	3
O=C(C1CCCCC1)N1CCC(c2nc3c(nnn3Cc3c(F)cccc3Cl)c(=O)[nH]2)CC1	26	19	0	-6	2	7	8	-21	-28	0
O=C(CN1CCOCC1)Nc1ccccc1	-7	5	2	-2	-1	-4	5	-0.4	-3	-5
CCOc1ccc(C2/C(=C(\O)c3ccc4c(c3)OCCO4)C(=O)C(=O)N2CCCN2CCOCC2)cc1OC (stereo unspecified)	-14	7	0	1	2	-2	14	0.1	-37	4
CCN1CCN(C(=O)c2nn(-c3ccc(C)cc3)c(=O)c3c2c2ccccc2n3C)CC1	-2	41	3	2	-1	1	-15	0.8	3	-4

Reprinted from the part before: 3 entries, followed by the next part.
SMILES	aSyn UTR inh	AI-2 QS mod	HSP90 refold inh	HSF1 inh	GSK3beta inhib	GSK3 alpha inh	HSF1 activator	HIF activator	KLF5 inh	IEC-6 cytotox
O=C(CN1CCOCC1)Nc1ccccc1	-7	5	2	-2	-1	-4	5	-0.4	-3	-5
CCOc1ccc(C2/C(=C(\O)c3ccc4c(c3)OCCO4)C(=O)C(=O)N2CCCN2CCOCC2)cc1OC (stereo unspecified)	-14	7	0	1	2	-2	14	0.1	-37	4
CCN1CCN(C(=O)c2nn(-c3ccc(C)cc3)c(=O)c3c2c2ccccc2n3C)CC1	-2	41	3	2	-1	1	-15	0.8	3	-4
Cc1cccc(NC(=O)NC(C)C(c2cccs2)N2CCOCC2)c1 (stereo unspecified)	7	11	1	4	-1	3	24	-0.2	-14	3
Cn1c(=O)c2c(nc(CN3CCC(C(N)=O)CC3)n2Cc2c(F)cccc2Cl)n(C)c1=O	-22	23	-2	-7	-1	0	11	-0.1	-7	-4
CCOC(=O)CNC(=O)C1c2cc(OC)c(OC)cc2C(=O)N(C)C1c1ccccc1F (stereo unspecified)	.	.	5	.	.	-1	.	.	4	8
COc1ccc(N2CCN(C(=O)[C@H](Cc3c[nH]c4ccccc34)NC(C)=O)CC2)cc1	5	19	0	29	0	0	62*	-0.6	-1	4
CCCCc1cn([C@@H](CCCCNC(=O)OC(C)(C)C)C(=O)N2CCN(C(=O)OC(C)(C)C)CC2)nn1	-23	12	4	1	2	-4	6	-0.2	-31	4
Cc1nnc(SCC(=O)Nc2sc3c(c2C(N)=O)CCCC3)[nH]c1=O	15	10	0	-4	-3	18	7	0.2	-15	-7
Cc1cc(/C=N/NC(N)=O)c(C)c(CO)c1	14	9	-2	-1	-3	-1	29	0.0	21	-5
